Assay outcomes as filed in PubChem.
M5 PAM – potentiates acetylcholine response at human M5 receptor | AID 624038 | actives 0.3% (n = 360,000) | CHO-K1 hM5, Fluo-8 calcium, ACh EC20 PAM; 0% = ACh EC20, 100% = ACh EC100 | P08912 | activation, % at 3 µM;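 active means activation above the run cutoff, the mean activation of all test compounds plus 3 SD, cut at about 18% in these data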
Target sequence (P08912 whole entry, looked up): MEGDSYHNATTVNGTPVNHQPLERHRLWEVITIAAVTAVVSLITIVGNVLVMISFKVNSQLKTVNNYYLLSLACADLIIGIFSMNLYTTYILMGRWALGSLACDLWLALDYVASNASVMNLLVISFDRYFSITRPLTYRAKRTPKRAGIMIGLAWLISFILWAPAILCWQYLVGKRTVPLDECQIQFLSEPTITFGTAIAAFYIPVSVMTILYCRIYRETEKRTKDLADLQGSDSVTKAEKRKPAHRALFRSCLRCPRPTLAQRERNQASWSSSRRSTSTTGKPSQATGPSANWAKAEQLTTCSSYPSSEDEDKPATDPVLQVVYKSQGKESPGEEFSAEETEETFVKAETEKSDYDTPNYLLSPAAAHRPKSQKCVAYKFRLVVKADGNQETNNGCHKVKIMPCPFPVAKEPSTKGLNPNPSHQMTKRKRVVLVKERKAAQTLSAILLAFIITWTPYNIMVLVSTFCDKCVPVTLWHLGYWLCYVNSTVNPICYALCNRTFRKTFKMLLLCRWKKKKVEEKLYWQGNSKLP
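System: CHO-K1 cell line with stable human muscarinic M5 receptor expression | Also added: EC20 acetylcholine as agonist stimulus | Compound: One concentration, 3 µM final (nominal) | Timing: Fluo-8 loading 80 min at 37 °C plus 30 min room temperature | Measured by: Fluo-8 calcium dye fluorescence, kinetic read | Read-out basis: % activation, ACh-normalized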
CRFR2-BP ag – agonists of human CRF-binding protein/CRF-R2 receptor complex | HEK293 CRF-R2/CRF-BP, calcium dye fluorescence (FLIPR); percent of saturating CRF peptide response | AID 588473 | actives 0.46% (n = 350,000) | activation, % at 13.2 µM;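 active means activation of at least 50%, plus an integration ratio under a set limit after plate pattern correction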;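 further: plate controls were neutral control wells without compound for no effect and CRF at EC100 for full effect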
TAAR1 agonist – human TAAR1 agonism | Q96RJ0 | CHO RD-HGA16 TAAR1, Fluo-8 calcium fluorescence; vehicle wells 0%, saturating PEA agonist 100% | activation, % at 3 µM | actives 0.99% (n = 360,000) | AID 624467;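 active means activation above the mean activation of all test compounds in the run plus 3 SD, cut at about 38% in these data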
Target sequence (Q96RJ0 whole entry, looked up): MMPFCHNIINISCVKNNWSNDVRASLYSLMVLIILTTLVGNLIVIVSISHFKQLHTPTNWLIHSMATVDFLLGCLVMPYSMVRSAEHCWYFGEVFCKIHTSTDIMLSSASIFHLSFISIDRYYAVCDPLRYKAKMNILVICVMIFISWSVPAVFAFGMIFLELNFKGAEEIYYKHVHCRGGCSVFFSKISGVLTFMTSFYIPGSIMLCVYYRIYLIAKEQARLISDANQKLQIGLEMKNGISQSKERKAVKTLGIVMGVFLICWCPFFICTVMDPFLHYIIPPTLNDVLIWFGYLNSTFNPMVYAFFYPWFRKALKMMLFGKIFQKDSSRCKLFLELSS
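System: CHO RD-HGA16 cells carrying human TAAR1 plus Gα16; Incubation: 17-24 h seeding, 75 min 37 °C dye, 30 min RT; Measured by: Fluo-8 fluorescence, 5 s baseline then 140 s kinetic read; Control set: DMSO and PEA EC100; Replication: single well for each compound.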
TAAR1 antagonist – antagonists of human TAAR1; inhibition, % at 3 µM; AID 624466; actives 1.5% (n = 360,000); Q96RJ0; CHO RD-HGA16 TAAR1, Fluo-8 calcium fluorescence, antagonist;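 active means inhibition above a per-plate cutoff, the mean inhibition of test compounds on that plate plus 3 SD, cut at about 49% in these data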;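 further: 0% = DMSO plus EC80 beta-PEA response and 100% = DMSO alone without agonist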
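System: CHO RD-HGA16 cells bearing hTAAR1. Reagent: EC80 β-phenethylamine stimulus. Schedule: seeding 17-24 h prior, 75-min 37 °C, 30-min RT dye loading. Signal: Fluo-8 intracellular calcium dye fluorescence, real-time kinetic reads. Read-out: % inhibition from peak post-agonist over basal fluorescence ratio. Benchmarks: vehicle wells and EC80 agonist wells. Replicates: n of 1.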
CRFBP-R2 block – blocks CRF-induced signaling of the CRF-BP/CRF-R2 complex; HEK293 CRF-R2/CRF-BP, CRF-induced calcium fluorescence; inhibition, % at 11.8 µM; actives 0.59% (n = 350,000);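 active means inhibition of the ligand-induced calcium signal above about 50% at the single tested concentration, limit read from the data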
M1 PAM parental – nonselective activator or artifact in parental CHO-K1 calcium assay; ATP EC20, Fluo-8 calcium fluorescence; 0% at ATP EC20, 100% at ATP max; activation, % at 3 µM; actives 0.02% (n = 360,000); AID 602247;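 active means activation above the run cutoff, the mean activation of all test compounds plus 3 SD, cut at about 40% in these data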;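 further: peak over basal fluorescence ratio in a 140 s read after ATP addition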
M5 ag – agonists of human muscarinic M5 receptor (CHRM5); P08912; CHO-K1 hM5 cells, Fluo-8 calcium fluorescence; 0% DMSO wells, 100% maximal acetylcholine response; activation, % at 3 µM; actives 0.19% (n = 360,000); AID 624037;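 active means activation above the run's mean over test compounds plus 3 SD, cut at about 23% in these data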;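 further: signal is peak over basal fluorescence ratio across the kinetic read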
CHRM5 antagonist – blocks acetylcholine activation of human M5 receptor. P08912. CHO-hM5 cells, Fluo-8 calcium fluorescence, ACh EC80. actives 0.59% (n = 360,000). AID 624040. inhibition, % at 3 µM;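 active means inhibition above a per-plate cutoff, the mean of that plate's test compounds plus 3 SD, cut at about 27% in these data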;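 further: 0% = acetylcholine EC80 with DMSO and 100% = DMSO without agonist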
M4 PAM – CHRM4 positive allosteric modulation | P08173 | actives 0.4% (n = 360,000) | activation, % at 3 µM | AID 624126 | CHO-K1 hM4/Gqi5, Fluo-8 calcium fluorescence, ACh EC20; 0% = ACh EC20, 100% = maximal ACh;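 active means activation above its plate's cutoff, the mean activation of sample wells plus 3 SD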; further: some results filed as inactive read as strong as hits
Active calls of the source: *; / = not tested or not shown. An unsorted share of the library; overall some 4.2% were active at least once.

SMILES | M5 PAM | CRFR2-BP ag | TAAR1 agonist | TAAR1 antagonist | CRFBP-R2 block | M1 PAM parental | M5 ag | CHRM5 antagonist | M4 PAM
O=C(C(NS(=O)(=O)c1cccc2nsnc12)c1ccccc1)N1CCN(c2ccccn2)CC1 (stereo unspecified) | -4 | -1.6 | 5 | -10 | -2 | 15 | -3 | -2 | -12
O=S(=O)(c1cccc2cccnc12)N1CCN(c2ccccn2)CC1 | -8 | 0.4 | 10 | 24 | -23 | 9 | -1 | 8 | -4
O=C(NCCc1c[nH]c2ccccc12)C(=O)Nc1cc2c3c(c1)CC(=O)N3CCC2 | -7 | 0.0 | 7 | 27 | 14 | -5 | 4 | 9 | -1
COc1cc(C(=O)N(Cc2ccc(C)o2)C2CCS(=O)(=O)C2)cc(OC)c1OC (stereo unspecified) | 2 | -1.1 | 2 | -26 | -4 | -15 | -3 | -12 | 7
O=C1CCCCC1Sc1nnc(Nc2ccccc2)s1 (stereo unspecified) | 9 | -0.6 | 10 | 5 | -32 | 18 | 1 | -13 | -4
O=C(NCCC1=CCCCC1)c1cc2ccccc2oc1=O | 7 | -2.5 | 6 | -33 | -15 | 10 | 4 | -9 | 6
C/C(=N\NC(=O)C(N)=O)c1ccc2c(c1)OCCO2 | 8 | -0.3 | 7 | -6 | -13 | -1 | 1 | 1 | 7
CCSc1nnc(NC(=O)CSc2nnc(CNC(=O)c3ccccc3F)o2)s1 | 1 | 3.2 | 0 | -4 | -7 | 21 | 2 | -8 | 11
COc1ccc(NS(=O)(=O)c2ccc(C)c(C(=O)N3CCC3)c2)cc1 | 0 | -0.2 | 3 | -15 | -5 | -5 | 2 | 1 | 4
Cc1cc(NC(=O)c2cccc(COc3ccc(Br)cc3)c2)no1 | 0 | -0.7 | 0 | 21 | -22 | 6 | -2 | -2 | 6
Cc1cc(NC(=O)c2cccc(Br)c2)no1 | 8 | -0.1 | 4 | 2 | -27 | 16 | 4 | 7 | 4
Cc1cc(C)c(C#N)c(SCC(=O)Nc2cccc(S(=O)(=O)N3CCCC3)c2)n1 | -3 | 0.1 | 2 | 4 | 9 | 12 | -3 | 7 | 0
CC(C)N1CCCC(C)(C(=O)Nc2ccc3c(c2)OCO3)C1 (stereo unspecified) | 4 | / | 2 | -15 | / | -5 | 1 | 1 | -1
COc1ccc(OC)c(NC(=O)C(CC(C)C)NC(=O)C2CCCCC2)c1 (stereo unspecified) | -10 | -1.9 | 5 | -6 | 18 | 10 | -6 | -6 | 0
CN(CCc1cnn(C)c1)Cc1cn[nH]c1-c1ccc(-c2ccccc2)cc1 | 10 | 1.0 | / | / | -23 | -5 | -9 | 3 | 2
N#C/C(=N\Nc1ccc(S(=O)(=O)N2CCCCCC2)cc1)C(N)=S | -17 | 1.5 | 6 | -3 | 21 | 10 | 4 | 30* | -7
COc1ccc(C(C)=O)cc1COC(=O)CCC(=O)c1cccs1 | -4 | -0.4 | 0 | -3 | 2 | 2 | 3 | 8 | -4
Cc1ccc(C(=O)NCCCNC(=O)c2cccnc2)cc1 | -2 | 3.5 | -2 | 7 | -6 | -6 | -2 | 10 | 0
Cn1nnnc1SCCNCc1ccccc1OCc1ccc(Cl)cc1 | -4 | -2.0 | 10 | 2 | -3 | 5 | -2 | 7 | -27
Cc1ccc(NC(=O)CSc2ccc(-c3ccc(-n4cccn4)cc3)nn2)c(C)c1 | 3 | 3.1 | -1 | -15 | -5 | 8 | 1 | 3 | 4
O=C(NNC(=O)c1cc(Cl)ccc1O)c1ccc(NS(=O)(=O)c2cccs2)cc1 | 3 | -0.6 | 4 | -10 | 8 | 7 | 2 | 0 | -1
CC(C)C(c1nnnn1C1CCCCC1)N1CCN(C(=O)c2ccco2)CC1 (stereo unspecified) | -3 | -0.8 | -3 | 19 | 7 | -4 | -2 | 6 | 3
COc1cccc2sc(N3CCN(C(=O)c4cccs4)CC3)nc12 | -2 | -1.9 | 9 | 18 | 15 | 4 | 0 | 6 | -5
CN(Cc1ccccc1F)C(=O)c1ccc(NS(=O)(=O)c2ccc3[nH]c(=O)[nH]c3c2)cc1 | 4 | -0.9 | 3 | -21 | 2 | -2 | -2 | 1 | 3

Fetched by structure from above:
SMILES | M5 PAM | CRFR2-BP ag | TAAR1 agonist | TAAR1 antagonist | CRFBP-R2 block | M1 PAM parental | M5 ag | CHRM5 antagonist | M4 PAM
O=C(NNC(=O)c1cc(Cl)ccc1O)c1ccc(NS(=O)(=O)c2cccs2)cc1 | 3 | -0.6 | 4 | -10 | 8 | 7 | 2 | 0 | -1
Cn1nnnc1SCCNCc1ccccc1OCc1ccc(Cl)cc1 | -4 | -2.0 | 10 | 2 | -3 | 5 | -2 | 7 | -27
N#C/C(=N\Nc1ccc(S(=O)(=O)N2CCCCCC2)cc1)C(N)=S | -17 | 1.5 | 6 | -3 | 21 | 10 | 4 | 30* | -7

Entries listed above printed as active in CHRM5 antagonist:
| Compound | CRFR2-BP ag | CRFBP-R2 block | M5 ag | CHRM5 antagonist | M4 PAM |
| --- | --- | --- | --- | --- | --- |
| N#C/C(=N\Nc1ccc(S(=O)(=O)N2CCCCCC2)cc1)C(N)=S | 1.5 | 21 | 4 | 30* | -7 |

(cont.)
SMILES | M5 PAM | CRFR2-BP ag | TAAR1 agonist | TAAR1 antagonist | CRFBP-R2 block | M1 PAM parental | M5 ag | CHRM5 antagonist | M4 PAM
CC(=O)Nc1cccc(S(=O)(=O)N2CCCCCC2)c1 | -2 | -1.0 | 8 | 13 | -7 | 15 | -2 | 7 | -1
Cc1nc(SCC(=O)N2CCNC2=O)c(C#N)c(C)c1C | -3 | 1.0 | 1 | -2 | -38 | -12 | -1 | 9 | 4
NC(=O)CCS(=O)(=O)c1ccc(Cl)cc1 | 7 | -4.4 | 3 | -11 | 0 | 0 | 2 | 4 | 7
Cc1ccc(S(=O)(=O)N2CCCCC2)cc1NC(=O)Cc1c[nH]c2ccccc12 | -4 | 2.5 | 1 | -5 | 16 | -10 | 1 | 3 | -5
Cc1ccc(NC(=S)NN2CCOCC2)c(C)c1 | 0 | -0.6 | 3 | -8 | 7 | 1 | 1 | 3 | -3
COc1ccc(CC(=O)OCC(=O)NC(=O)NC(C)C)cc1 | -3 | 0.1 | 12 | 6 | -10 | 19 | 1 | 2 | 8
CC(=O)c1cccc(NC(=O)COC(=O)C2CCCN2C(=O)c2cccs2)c1 (stereo unspecified) | 4 | -1.6 | 4 | 30 | 0 | -16 | 3 | 0 | 4
CC(C)(C)OC(=O)Nc1ncnc2c1ncn2C1OC(CO)C2OC(C)(C)OC21 (stereo unspecified) | -5 | -1.6 | 3 | -12 | 8 | 19 | -5 | 15 | 2
Cc1cc(NC(=S)N(Cc2ccc(Cl)cc2)Cc2ccc(C(=O)O)cc2)ccc1Cl | -8 | -0.1 | 7 | 13 | 39 | -13 | -4 | 9 | -3
Cn1ccc2c(N(Cc3ccccc3)Cc3ccccc3)cc3c(c21)C1CCC3C1 (stereo unspecified) | 2 | / | 1 | -27 | / | 9 | -2 | -6 | -11
Cc1cccc(NC(=O)c2ccc(NS(=O)(=O)c3cccc4cccnc34)cc2)c1 | -4 | -0.4 | -1 | -12 | -4 | 2 | 6 | -8 | -3
Cc1ccc(S(=O)(=O)N2Cc3ccccc3CC2C(=O)NC(C)(C)C)cc1 (stereo unspecified) | 2 | -1.3 | -1 | -5 | -6 | 23 | -1 | 8 | -1
COc1cc(-c2nc(S(=O)(=O)c3ccccc3)c(N3CCOCC3)o2)cc(OC)c1OC | 4 | 0.1 | 9 | 0 | -1 | -7 | 2 | 2 | 28
c1cncc(C2SCCCS2)c1 | -6 | -1.0 | 1 | -2 | -5 | 12 | -2 | 14 | -4
Cc1cccc(NC(=O)c2nc[nH]c2C(=O)N(C)Cc2ccccc2)c1 | -5 | -0.2 | 0 | 5 | 1 | 18 | 0 | -1 | 8
CCCCN(CC(=O)Nc1cccc(S(=O)(=O)N2CCCC2)c1)Cc1nc2ccccc2c(=O)[nH]1 | -9 | 2.1 | 2 | 4 | -14 | 0 | -5 | 8 | -11
O=C(CNC(=O)c1ccc(Br)o1)NC1CCCCCC1 | -4 | -1.3 | 1 | -38 | -5 | -19 | 0 | 2 | 5
N#Cc1ccc(S(=O)(=O)N2CCCN(c3nc4ccc(Cl)cc4s3)CC2)cc1 | -7 | 6.2 | 1 | -11 | -15 | 8 | 4 | 4 | -32
CC1(C)CC2(CCO1)OC(=O)CC2C(=O)Nc1ccccc1Cl (stereo unspecified) | -3 | -1.9 | 1 | -15 | 0 | 17 | -2 | -2 | -5
O=C(Cc1ccc(S(=O)(=O)N2CCOCC2)s1)NCCOc1ccccc1F | 1 | -1.2 | 3 | -5 | 1 | 6 | 1 | -4 | 2
COc1cc2c(cc1OC)C(COc1ccc([N+](=O)[O-])cc1)N(C(C)=O)CC2 (stereo unspecified) | -7 | -1.6 | -2 | 11 | 21 | -13 | -4 | 16 | -5
O=C(CSc1nnc(CNC(=O)c2ccccc2F)o1)NC1CCCCC1 | -3 | -0.7 | 0 | 0 | -8 | -9 | -2 | 13 | 1
Cc1ccc(-n2ncc3c(=O)[nH]c(SCC(=O)N4CC(=O)Nc5ccccc54)nc32)cc1 | -3 | 0.5 | 0 | -13 | -2 | -7 | -3 | 22 | 1
Cc1c(NC(=O)Nc2ccccc2)c(=O)n(-c2ccccc2)n1C | -5 | 0.2 | 7 | -5 | 25 | 6 | 0 | 8 | 3
CCOC(=O)c1cc(C#N)c(N2CCCNCC2)nc1C(F)(F)F | 0 | 4.8 | 6 | -8 | -7 | 2 | -3 | 1 | -1
Clc1ccc2c(NCc3cccs3)ncnc2c1 | -11 | 1.4 | 12 | 23 | -12 | -10 | 2 | 8 | -9
COc1cc(C(=O)NCCC(=O)NC(C)CCc2ccccc2)cc(OC)c1OC (stereo unspecified) | -3 | -0.5 | 1 | -1 | -1 | -5 | -5 | 16 | 1
Nc1cc(=O)nc(SCC(=O)N(C2CCCCC2)C2CCCCC2)n1-c1ccccc1 | 9 | 0.1 | 1 | -10 | -12 | -7 | 3 | -8 | 12
COc1ccc2[nH]c(C(=O)O)c(CCN3C(=O)c4cccc([N+](=O)[O-])c4C3=O)c2c1 | 10 | -3.8 | 1 | -5 | -4 | 20 | 3 | -4 | 7
CSC(=NCc1ccc(F)cc1)NS(=O)(=O)c1cccs1 | -1 | 0.0 | 5 | 1 | 5 | 13 | -2 | 3 | -4
CC(C)S(=O)(=O)c1nsc2nc(=O)c(/C=C3\C=Nc4ccccc43)c(N)n12 | 4 | -0.3 | 0 | -11 | 25 | 14 | 1 | -4 | 2
CCOc1cc(C)c(Cl)cc1S(=O)(=O)NCCOC | 3 | -1.1 | 1 | -2 | 19 | 27 | -2 | -2 | 4
COc1ccccc1N1CC=C(c2cccc([N+](=O)[O-])c2)NC1=O | 10 | 0.6 | 0 | -2 | 4 | -4 | 1 | 2 | 3
